# Screening data deposited in PubChem BioAssay by National Center for Advancing Translational Sciences (NCATS).
# BAZ2B inh: qHTS Assay for Inhibitors of BAZ2B | Bromodomain adjacent to zinc finger domain protein 2B (Homo sapiens), Q9UIF8 | AlphaScreen BAZ2B-H3K14Ac peptide displacement | Potency, µM (doses to about 114 µM), for inactives: at the top dose activity change, negative = inhibition, most hits filed as inhibitors | actives 4.4% (n = 360,000); further: on the % scale 0 is the no-effect control and ±100 the full control effect; nearly all actives have a fitted effect of over 60% in size
#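 Compounds, titrated to a top concentration of 110 uM, were incubated 30 min at room temperature with preformed BAZ2B/acetyl-K14 H3 peptide complex (50 nM each). Proximity signal was measured by AlphaScreen after 20 min with beads.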
# Anesthetic bind: qHTS Assay for Identification of Novel General Anesthetics; AID 485281, 2010; Ferritin light chain (Equus caballus), P02791; actives 0.074% (n = 350,000); apoferritin/1-aminoanthracene competitive binding, fluorescence; Potency, µM (series often up to 77.5 µM), inactives show top-dose activity change, negative = displacement, hits mostly inhibitors; further: on the % scale 0 is the no-effect control and ±100 the full control effect; nearly all actives have a fitted effect of over 20% in size
# Target sequence (P02791 2-175 limits assumed): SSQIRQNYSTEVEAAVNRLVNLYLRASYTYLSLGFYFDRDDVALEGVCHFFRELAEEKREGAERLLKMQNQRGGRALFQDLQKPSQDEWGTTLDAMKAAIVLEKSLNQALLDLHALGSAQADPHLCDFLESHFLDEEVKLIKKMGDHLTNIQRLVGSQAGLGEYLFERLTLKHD
#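 Horse-spleen apoferritin (10 uM) was mixed with 50% saturated 1-aminoanthracene in PBS, exposed to compounds for 10 min at room temperature, and read for fluorescence (ex 380 nm, em 535 nm). Competitive displacement was fitted with a four-parameter Hill equation.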
# Pol eta inh: qHTS for Inhibitors of Polymerase Eta. DNA polymerase eta (Homo sapiens), Q9Y253. recombinant Pol eta, fluorescent DNA replication assay. Potency, µM (doses to about 114 µM), for inactives: top-dose activity change, negative = inhibition, actives largely listed as inhibitors. actives 1.2% (n = 390,000). AID 588591, 2011; further: on the % scale 0 is the no-effect control and ±100 the full control effect
#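 Pol eta (10 nM) was preincubated with compounds for 15 min at room temperature, after which fluorescent replication substrate (50 nM final) was added to start the reaction. Fluorescence was read kinetically at 0 and 10 min.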
# POLI inh: qHTS for Inhibitors of Polymerase Iota; Pol iota fluorescent replication assay, 10 min; Potency, µM (top dose mostly 115 µM), for the others: top-dose activity, negative = inhibition, most hits filed as inhibitors; AID 588590, 2011; DNA polymerase iota (Homo sapiens), Q9UNA4; actives 1% (n = 390,000)
#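 Pol iota at 10 nM preincubated 15 min with compounds at room temperature; reaction started with fluorescent substrate, 50 nM final. Fluorescence read kinetically at 0 and 10 min; buffer-only wells as negative control.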
# G9a block: qHTS Assay for Inhibitors of Histone Lysine Methyltransferase G9a. Potency, µM (series often up to 102 µM), for the others: at the highest dose activity, negative = inhibition, hits mostly inhibitors. Histone-lysine N-methyltransferase EHMT2 (Homo sapiens), Q96KQ7. AID 504332, 2011. actives 8.8% (n = 350,000). G9a H3K9 monomethylation, AlphaScreen, 2 h; further: on the % scale 0 is the no-effect control and ±100 the full control effect; nearly all actives have a fitted effect of over 75% in size
# Target sequence (Q96KQ7 913-1193 limits assumed): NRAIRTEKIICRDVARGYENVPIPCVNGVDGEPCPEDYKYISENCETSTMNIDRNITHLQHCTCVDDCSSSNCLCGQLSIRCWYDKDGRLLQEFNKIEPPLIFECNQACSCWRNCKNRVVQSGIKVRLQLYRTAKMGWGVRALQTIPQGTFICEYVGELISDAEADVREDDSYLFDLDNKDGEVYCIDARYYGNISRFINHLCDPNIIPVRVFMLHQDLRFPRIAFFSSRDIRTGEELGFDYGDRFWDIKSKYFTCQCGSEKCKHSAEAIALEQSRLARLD
#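 Quantitative HTS format: methyltransferase activity on a biotin-tagged H3K9 peptide is measured by AlphaScreen, using a rabbit anti-monomethyl-H3K9 antibody with streptavidin donor and anti-IgG acceptor beads. Final levels are 20 nM enzyme, 500 nM peptide, 20 uM SAM; 2 h RT.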
# Pol beta inh: qHTS Assay for Inhibitors of DNA Polymerase Beta | P06746 | Pol beta primer extension/strand displacement, fluorescence kinetic | Potency, µM (series often up to 114 µM), for the others: at the top dose activity change, negative = inhibition, usual class: inhibitors | actives 1.3% (n = 340,000); further: on the % scale 0 is the no-effect control and ±100 the full control effect
#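 Pol beta (10 nM) and compounds were preincubated 15 min at room temperature, then 50 nM substrate (final) started primer extension/strand displacement. Reads were taken at 0 and 10 min; concentration-response data were fitted to a four-parameter Hill equation.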
# APEX1 inh: qHTS Assay for Inhibitors of the Human Apurinic/apyrimidinic Endonuclease 1 (APE1). DNA repair nuclease/redox regulator APEX1 (Homo sapiens), P27695. recombinant APE1, TAMRA/BHQ-2 abasic DNA cleavage fluorescence. Potency, µM (top dose mostly 65.8 µM), for the others: at the top dose activity change, negative = inhibition, most hits filed as inhibitors. actives 0.35% (n = 350,000);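 further: plate controls were vehicle for no effect and reference inhibitor for full effect; nearly all actives have a fitted effect of over 55% in size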
# Target sequence (P27695 whole entry, looked up): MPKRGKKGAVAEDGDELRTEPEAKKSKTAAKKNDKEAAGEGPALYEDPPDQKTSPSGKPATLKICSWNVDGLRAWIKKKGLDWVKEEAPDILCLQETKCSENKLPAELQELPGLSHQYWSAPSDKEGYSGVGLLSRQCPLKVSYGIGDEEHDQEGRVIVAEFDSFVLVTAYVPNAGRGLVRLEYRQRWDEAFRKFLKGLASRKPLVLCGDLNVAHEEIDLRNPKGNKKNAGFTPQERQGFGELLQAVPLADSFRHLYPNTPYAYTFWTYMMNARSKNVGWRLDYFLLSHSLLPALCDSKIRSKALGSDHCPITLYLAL
#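 Substrate: short duplex with […] THF abasic site, 5'-TAMRA and 3'-BHQ-2, 50 nM final. APE1 at 0.75 nM, preincubated 15 min RT with compound. Fluorescence increase from first to third read measured activity.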
# BLM inh: qHTS Assay for Inhibitors of Bloom's syndrome helicase (BLM); AID 2528, 2010; recombinant BLM DNA unwinding, fluorescence dequenching; RecQ-like DNA helicase BLM (Homo sapiens), P54132; Potency, µM (highest dose often 56.1 µM), for the others: at the highest dose activity change, negative = inhibition, hits mostly inhibitors; actives 0.2% (n = 350,000);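 further: plate controls were vehicle for no effect and no enzyme for full effect; nearly all actives have a fitted effect of over 35% in size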
# Pol kappa inh: qHTS for Inhibitors of Polymerase Kappa; DNA polymerase kappa (Homo sapiens), Q9UBT6; purified Pol kappa, fluorescent DNA synthesis assay, 10 min; Potency, µM (series often up to 107 µM), inactives show at the top dose activity, negative = inhibition, hits mostly inhibitors; actives 0.53% (n = 400,000); AID 588579, 2011; further: on the % scale 0 is the no-effect control and ±100 the full control effect
#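 10 nM Pol kappa was preincubated with compounds for 15 min at room temperature. Reaction started with 50 nM (final) substrate. Fluorescence read kinetically at 0 and 10 min.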
# * hit, by the source's call; ? = inconclusive; . = no result given; [ ] = remark or other dose. The call rests on the fitted dose curve; in most records, active means well fitted curve in the direction sought with a large enough effect; inconclusive means small, poorly fitted or top-dose-only effect, or another doubt; inactive means no such curve, though single readings can be large; an effect the other way counts as inactive or inconclusive. Potency means the concentration at half of the fitted maximal effect. These rows are one share of the data; the hit share may differ from the screen's.
no. | BAZ2B inh | Anesthetic bind | Pol eta inh | POLI inh | G9a block | Pol beta inh | APEX1 inh | BLM inh | Pol kappa inh | molecule
1 | -1% | . | -8% | 3% | 16%[12.7 µM] | . | 8% | . | -11% | CCc1noc(C)c1C(=O)OCC(=O)NCc1ccccc1OC
2 | -22% | -18% | -14% | 14% | 7% | 3% | -8% | 1% | -13% | Cc1ccc(C(=O)Nc2ccon2)cc1S(=O)(=O)N1CCCCCC1
3 | 3% | 24% | -18% | 2% | -21%[59 µM] | 9% | . | 1% | -2%[60.1 µM] | COc1ccc(NC(=O)CCn2cnnn2)cc1
4 | 5% | -11% | 5% | 19% | 15% | 57% | 1% | 1% | -3% | COc1ccc(NC(=O)CCNS(=O)(=O)c2cc(Br)ccc2Br)cc1S(N)(=O)=O
5 | 10% | . | -26% | 19% | -49% | . | -12% | . | -12% | Cc1ccc(SCC(=O)OCC(=O)N(C)CC(=O)Nc2ccc(F)cc2)cc1C
6 | -13% | -2% | -15% | 39%[activator] | . | 9% | 12% | -4% | -1% | COc1ccccc1OCCn1cc(C(=O)O)c2ccccc21
7 | -6% | -9% | -20% | 37%[activator] | -15%[59 µM] | 9% | 4% | -9% | -6%[60.1 µM] | CCC(=O)N1CCC(c2ccc(OC)cc2)=N1
8 | 43%[activator] | -15% | -16% | 10% | 13%[2.33 µM] | 11% | -2% | 3% | -7% | COc1cc2c(cc1NC(=O)c1ccc(C(C)(C)C)cc1)CCCC2
9 | -17% | -13% | -2% | 18% | 50µM* | 16% | -2% | -8% | -15% | CC(=C1C(=O)c2ccccc2C1=O)N1CCN(c2ccc(F)cc2)CC1
10 | -4% | . | -29% | 21% | -29%[59 µM] | . | 24% | . | -12% | CCOc1ccc(NC(=O)CSc2nnc(C3CC3)n2C2CC2)cc1
11 | -14% | ? | -8% | 1% | -24% | -3% | -5% | -8% | -4% | CCOc1ccc(C(=O)Nc2c3c(nn2C(C)(C)C)CSC3)cc1OCC
12 | 4% | -6% | -4% | -3% | 12% | -14% | -3% | 0% | 15% | Cc1ccc(NC(=O)C/C(N)=N/OC(=O)c2ccccc2)cc1

# Ordered by formula weight (ascending): some entries from above
no. | BAZ2B inh | Anesthetic bind | Pol eta inh | POLI inh | G9a block | Pol beta inh | APEX1 inh | BLM inh | Pol kappa inh | molecule
7 | -6% | -9% | -20% | 37%[activator] | -15%[59 µM] | 9% | 4% | -9% | -6%[60.1 µM] | CCC(=O)N1CCC(c2ccc(OC)cc2)=N1
3 | 3% | 24% | -18% | 2% | -21%[59 µM] | 9% | . | 1% | -2%[60.1 µM] | COc1ccc(NC(=O)CCn2cnnn2)cc1
6 | -13% | -2% | -15% | 39%[activator] | . | 9% | 12% | -4% | -1% | COc1ccccc1OCCn1cc(C(=O)O)c2ccccc21
2 | -22% | -18% | -14% | 14% | 7% | 3% | -8% | 1% | -13% | Cc1ccc(C(=O)Nc2ccon2)cc1S(=O)(=O)N1CCCCCC1
5 | 10% | . | -26% | 19% | -49% | . | -12% | . | -12% | Cc1ccc(SCC(=O)OCC(=O)N(C)CC(=O)Nc2ccc(F)cc2)cc1C

# (continued)
no. | BAZ2B inh | Anesthetic bind | Pol eta inh | POLI inh | G9a block | Pol beta inh | APEX1 inh | BLM inh | Pol kappa inh | molecule
13 | 9% | 0% | -15% | 12% | 2%[12.7 µM] | -10% | -2% | 0% | 2% | COc1ccc(S(=O)(=O)Nc2ccc(S(=O)(=O)N3CCCCC3)cc2)cc1OC
14 | -4% | -5% | -22% | 13% | 10%[59 µM] | -1% | . | -9% | -33% | O=C(Cn1cc(SCc2ccc(C(F)(F)F)cc2)c2ccccc21)N1CCCCC1
15 | 10% | -6% | -10% | 10% | 1%[12.7 µM] | 2% | 1% | 0% | 1% | CCCc1nnc(NC(=O)CCCN2C(=O)c3ccccc3C2=O)s1
16 | -2% | -1% | 11% | -8% | -1% | 16% | 0% | 0% | -1% | Cc1ccccc1S(=O)(=O)c1cc(C#N)c(=O)[nH]c1N
17 | 10% | -5% | -8% | 0% | -9% | 2% | 0% | -3% | -12% | Cc1cc(NC(=O)CSc2nc3c(sc4ccccc43)c(=O)n2CCc2ccccc2)n[nH]1
18 | -9% | -12% | -14% | 6% | . | 24% | -14% | -4% | 4% | CC1Cc2cc(S(=O)(=O)N3CCN(c4ccc(Cl)cc4)CC3)ccc2N1C(=O)C1CC1 (stereo unspecified)
19 | 12% | -4% | -1% | 78%[activator] | -4% | 15% | 2% | 0% | 0% | COc1ccc(CC2(C)OC(c3ccncc3)=NN2C(C)=O)cc1 (stereo unspecified)
20 | -28% | 230%[activator] | -15% | -19% | -17%[59 µM] | 0% | . | -3% | -4%[60.1 µM] | CCCCCNC(=O)c1ccc2c(c1)nc(C)n2-c1cccc(C)c1
21 | 4% | -14% | -15% | 24% | 22%[59 µM] | 5% | 6% | -7% | -13% | O=C(CSc1ncnc2scc(-c3ccccc3)c12)N1CCN(c2ccccc2F)CC1
22 | -1% | -13% | -22% | 99%[activator] | -13%[59 µM] | -3% | 30%[12.4 µM] | -1% | 0% | O=C(CCN1C(=O)/C(=C/c2ccc(F)cc2)SC1=S)Nc1cccnc1
23 | 11% | 386%[activator] | 5% | -18% | -42%[59 µM] | 12% | . | -5% | 3% | Cc1cc(F)ccc1NC(=O)c1sc2nc(-c3cccs3)ccc2c1N
24 | 1% | ? | -9% | 61%[activator] | ? | 14% | 2% | -3% | -4% | CC1(C)C(=O)OC(c2ccccc2)C(C)(C)C1=O (stereo unspecified)

# Pulled by compound from the list above, 4 records:
no. | BAZ2B inh | Anesthetic bind | Pol eta inh | POLI inh | G9a block | Pol beta inh | APEX1 inh | BLM inh | Pol kappa inh | molecule
23 | 11% | 386%[activator] | 5% | -18% | -42%[59 µM] | 12% | . | -5% | 3% | Cc1cc(F)ccc1NC(=O)c1sc2nc(-c3cccs3)ccc2c1N
16 | -2% | -1% | 11% | -8% | -1% | 16% | 0% | 0% | -1% | Cc1ccccc1S(=O)(=O)c1cc(C#N)c(=O)[nH]c1N
21 | 4% | -14% | -15% | 24% | 22%[59 µM] | 5% | 6% | -7% | -13% | O=C(CSc1ncnc2scc(-c3ccccc3)c12)N1CCN(c2ccccc2F)CC1
11 | -14% | ? | -8% | 1% | -24% | -3% | -5% | -8% | -4% | CCOc1ccc(C(=O)Nc2c3c(nn2C(C)(C)C)CSC3)cc1OCC

# Following part.
no. | BAZ2B inh | Anesthetic bind | Pol eta inh | POLI inh | G9a block | Pol beta inh | APEX1 inh | BLM inh | Pol kappa inh | molecule
25 | 14% | -13% | -26% | -7% | 0%[59 µM] | 27% | 13% | -5% | -15% | CCC(C(=O)Nc1ccccc1)c1ccccc1 (stereo unspecified)
26 | -11% | -19% | -15% | 90%[activator] | 5% | 18% | 18% | -2% | -16% | CC(OC(=O)CCc1nc2ccccc2[nH]c1=O)c1ccccc1 (stereo unspecified)
27 | 1% | 1% | -3% | 11% | -7% | -2% | 16% | -4% | -15%[60.1 µM] | CC(C)C(NC(=O)CN1C(=O)c2ccccc2C1=O)c1ccccc1 (stereo unspecified)
28 | ? | -8% | -4% | 188%[activator] | ? | 29% | -1% | -2% | 1% | CC(C)(C)c1cc(-c2n[nH]c(=S)n2-c2ccc(Cl)cc2)n[nH]1
29 | -22% | ? | -8% | 128%[activator] | 12% | 16% | 0% | -3% | -14% | CC(=O)c1c(C)[nH]c(C(=O)OCC(=O)Nc2ccccc2Cl)c1C
30 | -37% | -21% | 2% | 12% | -2%[12.7 µM] | ? | -2% | ? | -5% | O=C(Cc1ccccc1)Nc1cccc(N2CCCC2)c1
31 | 10µM* | -13% | 2% | 92%[activator] | 32µM* | 21% | -5% | -2% | -12% | Cc1cc2ccccn2c1C(=O)c1cc([N+](=O)[O-])cc([N+](=O)[O-])c1
32 | -5% | -8% | -6% | -3% | 0%[59 µM] | -8% | -4% | 1% | 4% | Cc1ccc2oc(Nc3nc(C)cc(C)n3)nc2c1
33 | -24% | -3% | -18% | -11% | -3%[59 µM] | -15% | 3% | 1% | 1% | Cn1cc(Cl)nc1C(O)c1ccccc1 (stereo unspecified)
34 | -26% | . | -15% | 2% | ? | . | 16% | . | -2% | CS(=O)(=O)c1ccc(Cl)c(NC(=O)COC(=O)CCc2c[nH]c3ccccc23)c1
35 | 5% | -14% | -22% | 13% | 11µM* | 5% | -7% | -8% | -4% | Cc1ccc(N2C(=O)CC(Sc3nc4ccccc4o3)C2=O)cc1Cl (stereo unspecified)
36 | 6% | . | -5% | 12% | ? | . | -10% | . | -8% | COc1cc(NC(=O)C2CCN(S(=O)(=O)c3cccs3)CC2)cc(OC)c1
37 | 5% | -14% | -18% | 18% | 17%[2.33 µM] | 23% | -3% | -4% | 0% | CCC1CCCCN1CCCn1c(=S)[nH]c2ccccc2c1=O (stereo unspecified)
38 | 4% | -2% | -20% | 20% | 3%[59 µM] | -25% | . | 2% | -3%[60.1 µM] | CSc1nnc2[nH]c(=O)cc(C)n12
39 | 5% | . | -22% | 40%[activator] | 7% | . | 0% | . | -9% | COc1ccc(Cl)cc1C(=O)OCC(=O)NC1CCCC(C)C1C (stereo unspecified)
40 | 2% | -23% | -17% | 17% | 15%[59 µM] | 4% | -1% | 2% | -1% | O=c1[nH]c(C2CCCCC2)nc2ccccc12
